Pf Dd2 growth: blocks in vitro growth of P. falciparum Dd2 | P. falciparum Dd2 growth, SYBR Green, 72 h | Potency, µM (series often up to 28.9 µM), for the others: at the top dose activity, negative = inhibition, hits mostly inhibitors | 120,000 compounds, 4.3% hits | AID 1347417; active means well fitted inhibition curve with a large enough effect; inconclusive means small, poorly fitted or top-dose-only effect; inactive means no such curve, though single readings can be large or run the other way;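 further: plate controls were DMSO vehicle for no effect and reference drug for full effect; nearly all actives have a fitted effect of over 65% in size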
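Infected erythrocytes (Dd2, 0.3% parasitemia, 2.5% hematocrit final) are added to compound in RPMI-1640/Albumax II medium, grown 72 h at 37C in low oxygen, then lysed with saponin/Triton-X containing SYBR Green and read by fluorescence.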
* hit, by the source's call; i = inactive; ? = inconclusive; [ ] = another dose, or the depositor's remark. Potency means the concentration at half of the fitted maximal effect. These rows are one share of the data, so the mix of outcomes need not match the whole.

structure	Pf Dd2 growth
CCc1ccc2c(c1)c(=O)c(S(=O)(=O)c1ccc(F)cc1)cn2CC(=O)Nc1ccc(C)cc1C	-27%
Clc1cccc(-n2ncc3c(N4CCCCC4)ncnc32)c1	i
CCc1nncn1C1CCN(C(=O)c2nn(C)c3ccccc23)C1 (stereo unspecified)	i
O=C(O)CCCNC(=O)Cn1nc2c(cc1=O)CCCCC2	5%
CCOC(=O)c1c(C)[nH]c(C)c1S(=O)(=O)N(C)CC(=O)Nc1cc(Cl)ccc1OC	10µM*
OCCC1CN(c2ccc(-c3nc(CCCc4ccccc4)no3)cn2)CCO1 (stereo unspecified)	i
Cc1ccccc1N1CCN(c2ncccc2CNC(C)Cn2cncn2)CC1 (stereo unspecified)	?
CCOC(=O)c1ccc(NC(=O)CSc2nc3cc4ccccc4cc3[nH]2)cc1	-7%
C[S+](=O)([O-])CCn1ncc2cc(OCc3cccc(-c4ccc(Cl)cc4)c3)ccc21	?
O=C(NCc1ccccc1)c1cc2ccc3cccnc3c2[nH]1	?
CCCS(=O)(=O)N1CCC(Oc2ccc(-c3noc(CC)n3)cc2)C1 (stereo unspecified)	26%[5.79 µM]
O=Cc1ccc(-c2cccc(Cl)c2)cc1	10%[44.1 µM]
COC(=O)C1=CN(CC(=O)Nc2ccccc2)S(=O)(=O)N=C1C	76%[activator]
CCC1=C(C(=O)OC)C(c2ccccc2)N2C(CC(=O)N3CCC(C)CC3)=CSC2=N1 (stereo unspecified)	?
COc1ccc(C(=O)NCC2Cn3cccc3C(=O)N2CC(C)C)cn1 (stereo unspecified)	i
COc1ccc(NC(=O)c2sc3nc4n(c(=O)c3c2C)CCC4)cc1Cl	-11%
CCC(=O)N1CCc2sc(C(=O)N3CCN(c4cccc(Cl)c4)CC3)cc2C1	?
O=C(N[C@@H]1CCOC[C@H]1OCC1CCC1)c1ccc(-n2cnnc2)cc1	-5%
Cn1cc(S(=O)(=O)N2CCCCC2)cc1C(=O)N1CCN(c2ccc(F)cc2)CC1	-27%
O=c1c2cc3c(nc2ncn1Cc1ccccc1F)CCCC3	?

3 structures from above, ordered by count of non-hydrogen atoms, ascending.
structure	Pf Dd2 growth
O=C(NCc1ccccc1)c1cc2ccc3cccnc3c2[nH]1	?
Cc1ccccc1N1CCN(c2ncccc2CNC(C)Cn2cncn2)CC1 (stereo unspecified)	?
CCC1=C(C(=O)OC)C(c2ccccc2)N2C(CC(=O)N3CCC(C)CC3)=CSC2=N1 (stereo unspecified)	?

An excerpt taken from the entries so far:
structure	Pf Dd2 growth
Cn1cc(S(=O)(=O)N2CCCCC2)cc1C(=O)N1CCN(c2ccc(F)cc2)CC1	-27%
O=c1c2cc3c(nc2ncn1Cc1ccccc1F)CCCC3	?

(more compounds)
structure	Pf Dd2 growth
COCCN1C(=O)CCC2(C(=O)NCCCN3CCCC3)CCCC=C12 (stereo unspecified)	-9%
O=C(Nc1ccc2c(N3CCOCC3)ncnc2c1)c1ccc(F)c(Cl)c1	2.5µM*
CCOC(=O)CCNC(=O)c1ccc2c(c1)N(CC)C1CCCCCN1C2=O (stereo unspecified)	i
CN1CCN(Cc2nnc(C3CCN(Cc4cccnc4N)CC3)n2C)CC1	0%
COCCN1CCCC2(CCN(C(=O)c3ncoc3C3CC3)C2)C1=O (stereo unspecified)	-7%
Cc1ccc(Cc2nc3ccccc3nc2SCC(=O)N2CCN(c3ccccc3)CC2)cc1	?
COc1ccc(C(=O)N2CCC(c3noc(COc4ccc(F)cc4)n3)CC2)cn1	-11%
O=C(CCCCn1c(=O)c2ccccc2n(Cc2ccc(F)cc2Cl)c1=O)NCCc1ccc(Cl)cc1	i
COc1ccc(-c2nc(C(C)C)nc3c2CCN([S+](=O)([O-])c2cccs2)CC3)cc1	?
COc1cccc(C(=O)N2CCC(C(NC(=O)c3ccc(F)cc3)C(=O)NCC(C)C)CC2)c1 (stereo unspecified)	i
CNc1ccc(-c2nc(-c3ccccn3)no2)cc1[N+](=O)[O-]	-25%
Cc1ccc(C)c(N2CCN(C(=O)c3ccc4[nH]c(C)c(C)c4c3)CC2)c1	-8%
CCN(c1ccccc1)S(=O)(=O)c1nnc(NC(=O)c2ccccc2)s1	-10%
O=C(CSc1nccn1Cc1ccc2c(c1)OCO2)Nc1ccccc1F	24%
Cc1cc(=O)oc2cc(OCC(=O)Nc3ccc(O)c(C(=O)O)c3)ccc12	5%
CCS(=O)(=O)N1CC(F)(F)C[C@H]1c1nc(-c2cccnc2)no1	i
CN1CCC(Oc2ccc(C(N)=O)cn2)CC1	44%[activator]
Cc1noc(C)c1-c1cc2c(c(-c3cccc(O)c3)c1)C(=O)N(C)C2	-16%[44.1 µM]
Cc1noc(-c2ccn3c(CNC(=O)c4cc(Cl)ccc4F)nnc3c2)n1	13%
Cc1nn2c(c1-c1ccccc1C(C)C)N(C(=O)c1cccc(N(C)C)c1)CCC2	?
CC(CCc1ccccc1)NC(=O)Cn1cccc1-c1nc(-c2ccccc2)no1 (stereo unspecified)	3%
O=C(NC[C@H]1OC[C@@H](NCc2ncc[nH]2)[C@@H]1O)c1cccs1	2%[44.1 µM]
COc1ccc(-n2c(=O)c3c(c4cc(OC)ccc4n3C)n(CC(=O)NCC3CCCO3)c2=O)cc1 (stereo unspecified)	-11%
COc1ccccc1CC(=O)Nc1ccc2nc(N3CCC(C)CC3)cc(C)c2c1	3%
Cc1ccsc1C(=O)NC1CCCN(c2cc(N(C)C)ncn2)C1 (stereo unspecified)	65%[activator][5.79 µM]
CCN(CC)C(=O)Cn1nnc2sc(-c3ccccc3)cc2c1=O	-8%
COc1cc(CNc2nc(-c3c(C)noc3C)cc3cc(C)oc23)cc(OC)c1	i
Cc1ccc(-c2nn(CC(=O)NCc3ccccc3)c3c2cnc2ccc(F)cc23)cc1C	59%[activator]
O=C1NC2(CCN(Cc3ccc(OC(F)(F)F)cc3)C2)Oc2ccccc21 (stereo unspecified)	?
CC(C)N1C(=O)C2(CCCC2)C1C(=O)Nc1ccc2c(c1)N(C)CCC2 (stereo unspecified)	?
COC1CCCN(c2cc(-c3ccc(Cl)cc3)nc3c(C)noc23)C1 (stereo unspecified)	-16%[44.1 µM]
COc1ccc(C(=O)NCC(=O)N2CCCCCCNC(=O)CC2c2ccccc2)cc1 (stereo unspecified)	?
C[C@H](C(=O)N1Cc2ccccc2CC2(CCN(Cc3ccncc3)CC2)C1)c1ccccc1	11µM*
COCC(=O)N1CC(C(=O)NC2CCCCC2)C2(CCOCC2)C1 (stereo unspecified)	3%
CCn1c2c(c(=O)n1Cc1ccccc1)CCN(C(=O)C1CCC(OC)CC1)C2 (stereo unspecified)	13%[44.1 µM]
O=C1Nc2ccc(-c3ccc4c(c3)OCO4)cc2C(=O)N2CCN(C(=O)COc3ccccc3)C[C@H]12	i
Cc1ncn(CC(=O)N[C@H]2CCOC[C@H]2C2CCOCC2)c1C	i
CC1=C(C(=O)Nc2cc(Cl)ccc2C)C2(CCCCC2)OC1=O	-25%
O=C(NCc1ccccc1)c1cn(C2CN(C(=O)NCc3ccccc3)C2)nn1	-15%
CC(=O)NC1(C)CCCN(Cc2cc(-c3cccc(N4CCOCC4)c3)cs2)C1 (stereo unspecified)	-16%[44.1 µM]
C[S+](=O)([O-])CCn1ncc2cc(OCc3cccc(-c4ccccc4O)c3)ccc21	7.9µM*
Cc1ccc(C2=NC3(CCN(C(=O)c4ccn[nH]4)CC3)ON2)cc1	-5%
CN1CCC(N2CCN(C(=O)c3cc(-c4ccc(F)cc4)cn3C)CC2)CC1	?
CN(Cc1ccccc1)Cc1cc(CC2(NCc3ccccc3F)COC2)no1	?
O=C(N[C@H]1CCN2C(=O)c3cc(-c4ccsc4)ccc3NC(=O)[C@H]12)c1cnccn1	-14%[44.1 µM]
O=C1N(Cc2ccccn2)C[C@H]2CN(C3CCOCC3)CCN12	-7%[44.1 µM]
COc1cc2c(cc1CCc1ccccc1)N(C(=O)COc1ccccc1)CC21CCN(C(C)=O)CC1	?
CC(C)CCN1CCC(N2CCN(S(C)(=O)=O)CC2)C1=O (stereo unspecified)	32%
Cc1cc(C)n2nc(CNS(=O)(=O)c3cccc(Cl)c3)nc2n1	-12%
Cc1ccc(CNC(=O)C2CCN(S(=O)(=O)c3ccc4nc5c(c(C(=O)O)c4c3)CC(C)CC5)CC2)cc1 (stereo unspecified)	18%[0.594 µM]
Cn1ccnc1CN1C(=O)CO[C@H](c2ccc(N)cc2)[C@H]1CO	20%[44.1 µM]
O=C(CCC1CCCN(Cc2ccc3nonc3c2)C1)N1CCOCC1 (stereo unspecified)	-18%
Cc1cc(CNC(=O)Cn2nc(-c3ccccc3)n(-c3ccccc3)c2=O)on1	1%
O=C(COc1ccc(NC(=O)C2CC2)cn1)NCCc1cccs1	-6%
Cc1ccc(C(=O)CC2(O)C(=O)N(Cc3ccccc3F)c3ccccc32)cc1 (stereo unspecified)	-15%
CCOc1ccc(S(=O)(=O)N2CCN(Cc3nc4ccc(C)cc4o3)CC2)cc1	-7%
CNC(=O)[C@@H]1CN(C(=O)CCCc2c[nH]c3ccccc23)C[C@H]1c1n[nH]c(C)n1	4%
O=C(O)C1CCc2nnc(C3CCN([S+](=O)([O-])c4cc(C(F)(F)F)cc(C(F)(F)F)c4)CC3)n21 (stereo unspecified)	19%
COc1ccc(-c2nnc([C@H]3CCN(CC4CCCCC4)C3)o2)cc1	-25%[44.1 µM]
CNC(=O)N1CCC(C2CCN(C3CCN(C(C)=O)CC3)C2)CC1 (stereo unspecified)	3%

(next part)
canonical_smiles	Pf Dd2 growth
Cc1ccc(NC(=O)CSc2nc3ccccc3n2CC(=O)N2CCC(C)CC2)cc1C	i
CCC(=O)N1CCc2c(C(=O)O)cccc21	-12%
COCC(=O)NC1CCC12CCN(C(=O)NC1CCCCC1)CC2 (stereo unspecified)	-21%
CC(C)Cc1nn2c(=O)cc(COC(=O)c3ccc4c(c3)OCO4)nc2s1	36%[activator]
COCCCNC(=O)Cn1c(=O)n(CCCC(=O)NCc2ccc(C)cc2)c(=O)c2ccccc21	13%
O=C(c1ccc(Cl)nc1)N1CCCC(c2nn(-c3ccc(Cl)cc3)c(=O)[nH]2)C1 (stereo unspecified)	i
COc1ccc(CC(=O)NCc2nc3cccnc3n2Cc2ccc(C)cc2)cc1OC	-6%
CC1(C)[C@H](Cc2cc(COc3ccccc3)on2)C[C@@H]1NC(=O)COc1ccccc1	8.9µM*
COC(=O)c1cc(S(=O)(=O)N2CCN(c3ccc(C)cc3C)CC2)cn1C	105%[activator]
CCOC(=O)c1ccc(NC(=O)c2cc(=O)c3cc(CC)ccc3o2)cc1	59%[activator]
CCCCCn1c(CCNC(=O)c2ccc(F)cc2)nc2ccccc21	?
CC(C)c1ccc(NC(=O)c2cn(C3CCCCC3)c(=O)c3c2c2ccccc2n3C)cc1	?
Cc1[nH]c(=O)[nH]c(=O)c1CC(=O)N1C[C@@H](C(=O)O)[C@H](c2ccccc2)C1	-3%
O=C(CCc1cccnc1)N1CCCC(CCc2cccc(F)c2)C1 (stereo unspecified)	-17%
COc1cc2c(cc1OCc1ccccc1)N(C(=O)c1ccc3[nH]ccc3c1)CC21CCN(C)CC1	-17%
COc1ccc(C(=O)N2CCC3(C2)NC(=O)c2ccccc2CO3)cc1 (stereo unspecified)	-15%
COc1ccccc1Nc1nn2c(=O)c3ccc(C(=O)N4CCC(C)CC4)cc3nc2s1	?
Cn1ccnc1CN1C(=O)NC2(CCNCC2)C1=O	2%
CC(C)(N)C(=O)N1CCCC(N2CCN(c3ccccc3F)CC2)C1 (stereo unspecified)	7%
COCC(=O)N(C1CCOCC1)C1CCN(S(=O)(=O)c2ccccc2)CC1	-22%
O=C(Nc1nonc1-c1ccc(Cl)cc1)c1ccccc1F	i
COCc1cc(=O)n(CC(=O)Nc2cc(C)ccc2C)c(N2CCOCC2)n1	-2%
Cc1ccccc1CNC(=O)c1ccc(CS(=O)Cc2ccc(Cl)cc2)o1 (stereo unspecified)	-6%
CC(=O)N1CCc2cc(CNC(=O)Cc3ccc(F)cc3)ccc21	41%[activator][5.79 µM]
Cc1cn2nnc(C(=O)NCc3ccco3)c2c(=O)[nH]1	18%
O=C1NCCCN1C1CCN(Cc2ccc(C(F)(F)F)cc2)CC1	-16%[44.1 µM]
NCc1ccccc1-c1ccccn1	?
CCCCCC(=O)N1CC[C@@H](CC(=O)O)[C@@H](CC2=NCCc3cc(OC)ccc32)C1	-17%[44.1 µM]
COc1cccc(NC(=O)Cn2c(=O)n(Cc3ccccc3)c(=O)c3ccccc32)c1	-3%
Cc1ncsc1CN1CC[C@H]2C(=O)NCCCCCCN(Cc3ccncc3)[C@@H]2C1	?
COc1cccc(C(=O)N2CCC(n3cc(-c4nc(-c5ccccc5)no4)nn3)CC2)c1	-7%
Cc1ccsc1-c1nc(CN2CCC(CCn3cccn3)CC2)c(C)o1	?
CCOCc1nc(C2CCCN(C(=O)CCc3ccccc3)C2)no1 (stereo unspecified)	125%[activator]
COCCN1C(=O)c2cccn2CC1CNC(=O)CCCc1ccccc1 (stereo unspecified)	4%

Compounds above that have a COOH group:
canonical_smiles	Pf Dd2 growth
O=C(O)CCCNC(=O)Cn1nc2c(cc1=O)CCCCC2	5%
Cc1cc(=O)oc2cc(OCC(=O)Nc3ccc(O)c(C(=O)O)c3)ccc12	5%
Cc1ccc(CNC(=O)C2CCN(S(=O)(=O)c3ccc4nc5c(c(C(=O)O)c4c3)CC(C)CC5)CC2)cc1 (stereo unspecified)	18%[0.594 µM]
O=C(O)C1CCc2nnc(C3CCN([S+](=O)([O-])c4cc(C(F)(F)F)cc(C(F)(F)F)c4)CC3)n21 (stereo unspecified)	19%
CCC(=O)N1CCc2c(C(=O)O)cccc21	-12%
Cc1[nH]c(=O)[nH]c(=O)c1CC(=O)N1C[C@@H](C(=O)O)[C@H](c2ccccc2)C1	-3%
CCCCCC(=O)N1CC[C@@H](CC(=O)O)[C@@H](CC2=NCCc3cc(OC)ccc32)C1	-17%[44.1 µM]

Source: PubChem BioAssay
